# Source: PubChem
# Rab9 promoter act: activates the Rab9 promoter | Huh7 Rab9 promoter-luciferase reporter, luminescence, 24 h | Potency, µM (titrated, usually from 9.22 µM), for inactives: top-dose activation, negative = inhibition, hits mostly activators | actives 2.8% (n = 320,000) | AID 485297; also: potency is read from the fitted curve at half-maximal effect; % of control where 0% means no effect; nearly all actives have a fitted effect of over 60% in size
#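 Rab9 promoter-driven luciferase in stably transfected Huh7 cells; 1500 cells/well rested 2 h, exposed to compound in DMSO for 24 h at 37 °C, 5% CO2. Luminescence read 10 min after adding luciferase reagent at ambient temperature.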
# RORg inh: blocks mouse ROR gamma transcriptional activity; Potency, µM (highest dose often 53.6 µM), for inactives: at the top dose activity change, negative = inhibition, most hits filed as inhibitors; actives 5.4% (n = 310,000); P51450; Drosophila S2 Gal4-RORgamma UAS-luciferase reporter, 20 h; also: potency is read from the fitted curve at half-maximal effect; % is scaled to controls: 0 for no effect and ±100 for the full control effect; nearly all actives have a fitted effect of over 60% in size
#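 Luminescence from a UAS-regulated Photinus luciferase reporter in stably transfected Drosophila Schneider cells is measured; decreased signal marks ROR gamma inhibition. Fusion expression is induced by 700 uM copper sulfate for 20 hr.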
# VP16 counter: Gal4-VP16 reporter inhibition counter-screen; AID 2546; Potency, µM (top dose mostly 53.6 µM), for the others: at the highest dose activity, negative = inhibition, actives largely listed as inhibitors; Drosophila S2 Gal4-VP16 UAS-luciferase, luminescence, 20 h; actives 3.5% (n = 310,000);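 also: Gal4-VP16 expression switched on by copper sulfate through the metallothionein promoter; potency is read from the fitted curve at half-maximal effect; % is scaled to controls: 0 for no effect and ±100 for the full control effect; nearly all actives have a fitted effect of over 50% in size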
# KCNH2 3.1 inh: inhibitors of human KCNH2 3.1 potassium channel isoform | activity change, % (tested at about 1.8 µM) | AID 720553 | U2OS KCNH2 3.1, thallium flux FluxOr; stronger effect = lower value | actives 0.95% (n = 340,000);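 active = maximum activity change below -70%; inconclusive = maximum activity change from -70% to -50%; inactive = maximum activity change above -50%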;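 also: thallium influx rate constant from kinetic fluorescence after stimulation buffer; % is scaled to controls: 0 for no effect and ±100 for the full control effect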
#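 U2OS cells transduced with KCNH2 3.1 mutant virus (1.77 x 10^8 /mL, 4 h), plated overnight at 37 C, loaded 45 min with FluxOr dye plus Red40 quencher. Thallium flux rate constant from kinetic reads after stimulation buffer, normalised to controls.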
# ELG1 repair inh: inhibitors of ELG1-dependent DNA repair in HEK293T cells; Potency, µM (series often up to 46.1 µM), inactives show at the highest dose activity change, negative = inhibition, hits mostly inhibitors; actives 2.3% (n = 330,000); AID 504467; HEK293T ELG1-luciferase reporter, luminescence, 16 h; DNA damage induced by 5-fluorouridine; also: potency is read from the fitted curve at half-maximal effect; % is scaled to controls: 0 for no effect and ±100 for the full control effect; nearly all actives have a fitted effect of over 55% in size
#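 Step one: seed 2,000 cells per well. Step two: pin-transfer compound or DMSO alongside 5-fluorouridine. Step three: incubate 16 hr, 37 °C, 5% CO2. Step four: add ONE-Glo, wait 30 min, read luminescence.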
# Mito fusion act: inhibitors of mitochondrial division or activators of mitochondrial fusion. S. cerevisiae fusion-defective mutant growth rescue, CellTiterGlo 48 h. Potency, µM (titrated, usually from 46.1 µM), for the others: at the highest dose growth rescue (activation), most hits filed as activators. actives 0.23% (n = 320,000). AID 485298;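 also: potency is read from the fitted curve at half-maximal effect; % of control where 0% means no effect; nearly all actives have a fitted effect of over 45% in size; temperature-sensitive fusion mutants such as fzo1-1 at 37 °C on non-fermentable ethanol glycerol medium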
#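 Luminescent cell viability in 1536-well qHTS format served as the measure of rescued growth in ts fusion-mutant S. cerevisiae cultured on non-fermentable YPEG for 48 hours at 37C.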
# NPC1 prom act: activates the NPC1 promoter | AID 485313 | actives 2.4% (n = 320,000) | Huh7 NPC1 promoter luciferase reporter, 24 h | Potency, µM (titrated, usually from 9.22 µM), for inactives: top-dose activation, most hits filed as activators;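 also: potency is read from the fitted curve at half-maximal effect; % of control where 0% means no effect; nearly all actives have a fitted effect of over 60% in size; reporter is driven by a mutant NPC1 promoter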
#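 In 1536-well qHTS, Huh7 cells harboring an NPC1 promoter–luciferase construct received compound for 24 h; activation was quantified by luminescence following luciferase reagent addition.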
# Menin-MLL TR inh: displaces Texas Red mutant MLL peptide from human menin | O00255 | Menin + Texas Red MLL mutant peptide, fluorescence polarization | actives 0.23% (n = 270,000) | Potency, µM (highest dose often 61.6 µM), for inactives: at the highest dose FP activity change, negative = inhibition, usual class: inhibitors; active = well fitted inhibition curve with a large enough effect in the polarisation, with a control signal flat, not every such curve was filed as active; inconclusive = small, poorly fitted or top-dose-only effect, or effect the other way, or a change in a side signal; inactive = no such curve, though single readings can be large or run the other way; the % refers to the polarisation; also: potency is read from the fitted curve at half-maximal effect; % of control where 0% means no effect; many of its hits are not listed in these tables
# FLuc counter: counter-screen for miR-21 project: firefly luciferase inhibitors or activators; P08659; AID 588342; Potency, µM (series often up to 57.5 µM), for inactives: at the highest dose activity change, negative = inhibition, most hits filed as inhibitors; actives 6.9% (n = 360,000); purified FLuc, Km substrates, luminescence inhibition;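 also: potency is read from the fitted curve at half-maximal effect; plate controls were vehicle for no effect and reference inhibitor for full effect; nearly all actives have a fitted effect of over 55% in size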
#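 Purified P. pyralis luciferase (10nM final) with 10uM D-luciferin and 10uM ATP (Km levels) in 50mM Tris acetate pH 7.5, 10mM Mg acetate, 0.01% Tween-20, 0.05% BSA; qHTS 6-point titration, ~60 µM downward; luminescence read.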
# MBNL1-CUG inh: inhibitors of human MBNL1 binding to CUG repeat RNA; Potency, µM (highest dose often 57.5 µM), for the others: at the highest dose activity change, negative = inhibition, hits mostly inhibitors; TR-FRET MBNL1-His/biotin-(CUG)12 binding, 665/545 ratio; actives 0.036% (n = 280,000); active = well fitted inhibition curve with a large enough effect in the signal ratio, with a control signal flat, not every such curve was filed as active; inconclusive = small, poorly fitted or top-dose-only effect, or effect the other way, or a change in a side signal; inactive = no such curve, though single readings can be large or run the other way; the % refers to the signal ratio; also: potency is read from the fitted curve at half-maximal effect; % is scaled to controls: 0 for no effect and ±100 for the full control effect
# Target sequence (Q9NR56 whole entry, looked up): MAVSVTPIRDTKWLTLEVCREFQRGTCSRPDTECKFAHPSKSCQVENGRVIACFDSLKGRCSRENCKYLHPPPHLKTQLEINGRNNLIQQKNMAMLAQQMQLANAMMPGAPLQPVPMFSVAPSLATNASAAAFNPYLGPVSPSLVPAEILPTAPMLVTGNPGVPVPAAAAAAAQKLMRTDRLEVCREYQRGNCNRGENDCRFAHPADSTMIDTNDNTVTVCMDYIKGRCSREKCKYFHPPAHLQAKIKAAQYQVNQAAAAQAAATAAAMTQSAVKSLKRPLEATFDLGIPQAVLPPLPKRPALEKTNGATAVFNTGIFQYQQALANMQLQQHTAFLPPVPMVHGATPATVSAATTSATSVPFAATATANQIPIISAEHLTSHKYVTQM
#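 Compound titration spanned 92 nM–58 uM against the MBNL1-His/biotin-(CUG)12 complex. After 60 min at room temperature with 5 nM streptavidin-XL665 and 0.055 ng/ul terbium anti-His, ratiometric 665/545 nm emission (Ex 340 nm) normalized to controls.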
# PKM2 act: PKM2 (human) enzyme activation | Potency, µM (doses to about 57.5 µM), for the others: at the top dose activation, hits mostly activators | purified PKM2, Kinase-Glo ATP luminescence, activation; response scale: 0% is enzyme alone, no compound | P14618 | actives 0.34% (n = 260,000); also: potency is read from the fitted curve at half-maximal effect; % is scaled to controls: 0 for no effect and ±100 for the full control effect; nearly all actives have a fitted effect of over 55% in size
# Target sequence (P14618 whole entry, looked up): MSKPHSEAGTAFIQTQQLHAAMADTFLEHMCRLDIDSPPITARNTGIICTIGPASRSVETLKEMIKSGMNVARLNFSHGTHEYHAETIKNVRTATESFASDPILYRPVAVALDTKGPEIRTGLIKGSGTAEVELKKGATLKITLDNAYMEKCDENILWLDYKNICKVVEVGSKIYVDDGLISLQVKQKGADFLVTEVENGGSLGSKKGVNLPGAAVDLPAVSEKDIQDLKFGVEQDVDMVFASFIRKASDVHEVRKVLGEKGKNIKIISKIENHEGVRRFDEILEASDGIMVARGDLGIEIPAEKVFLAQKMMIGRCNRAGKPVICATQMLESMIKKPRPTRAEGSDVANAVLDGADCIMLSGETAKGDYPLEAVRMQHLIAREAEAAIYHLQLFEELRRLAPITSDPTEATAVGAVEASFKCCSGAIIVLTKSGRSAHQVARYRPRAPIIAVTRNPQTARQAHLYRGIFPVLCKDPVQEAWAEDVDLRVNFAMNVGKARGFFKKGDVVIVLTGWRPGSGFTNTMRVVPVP
#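 ATP formation by purified human PK-M2, quantified via coupled luciferase luminescence after 1 h at room temperature with 0.1 mM ADP and 0.5 mM PEP final.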
# Starred values were filed as active, the others as inactive; ? = inconclusive; . = not tested or not shown; & = joins results of further samples; [ ] = remark or other dose. Unless noted, calls follow the shape of the dose curve; as a rule, active = well fitted curve in the direction sought with a large enough effect; inconclusive = small, poorly fitted or top-dose-only effect, or another doubt; inactive = no such curve, though single readings can be large; an effect the other way counts as inactive or inconclusive. Not all compounds are listed, so the mix of outcomes need not match the whole.
Compound	RORg inh	Mito fusion act	VP16 counter	Rab9 promoter act	Menin-MLL TR inh	PKM2 act	ELG1 repair inh	NPC1 prom act	KCNH2 3.1 inh	FLuc counter	MBNL1-CUG inh
O=C(Cc1n[nH]c(=O)c2ccccc12)NCc1ccc(Cl)cc1	35.6%	-2.8%	8.0%	-4.6%	.	-9.7%	5.5%	0.2%	-12.0	1.3%	-1.7%
CC(CNc1ccc([N+](=O)[O-])c2cccnc12)Nc1c([N+](=O)[O-])cc(C(F)(F)F)cc1[N+](=O)[O-] (stereo not given)	-2.9%	-5.9%	1.2%	0.4%	?	3.4%	?	-0.4%	-1.2	2.8%	10.3%
Cn1c(/C(C#N)=C(\O)c2cc(Cl)sc2Cl)nc2ccccc21	4.47µM*	4.9%	4.47µM*	1.4%	.	.	4.5%	2.7%	-6.5	6.2%	-2.8%
CCc1nc(C(N)=O)c2[nH]c(=O)n(-c3ccccc3F)c2n1	-16.8%	8.3%	-8.3%	-1.4%	-1.9%	.	?	-1.2%	-2.5	4.3%	1.2%
COc1ccc(OC)c(S(=O)(=O)N2CCCc3ccccc32)c1	9.3%	2.6%	-2.6%	-1.7%	-4.2%	-0.4%	-13.6%	-5.5%	0.0	-1.3%	0.3%
C=CCn1c(SCC(=O)NCC(=O)OCC)nnc1-c1ccccn1	8.4%	4.7%	-5.8%	6.1%	-4.4%	2.7%	0.3%	7.8%	11.2	-0.8%	-2.8%
CCOC(=O)c1c(NC(=O)C(F)(OC)C(F)(F)F)sc2c1CCN(C)C2 (stereo not given)	-8.2%	-0.7%	0.1%	-4.0%	.	-13.0%	3.0%	-2.5%	2.9	1.3%	-2.8%
CC1CCN(C(=O)COC(=O)/C=C/c2ccc(Br)o2)CC1	.	4.7%	.	-2.3%	.	.	0.0%	3.0%	-0.5	0.2%	.
CCc1ccc(NC(=O)c2ccc3c(c2)C(=O)N(Cc2ccco2)C3=O)cc1	?	-3.5%	10.2%	-1.9%	?	22.6%	4.4%	-1.2%	-29.4	-15.7%	10.8%
COc1ccc(NC(=O)COCC(=O)Nc2ccc(C)cc2)cc1	8.0%	5.4%	-2.6%	-0.8%	15.9%	-5.3%	-0.3%	-0.9%	3.7	-8.6%	-3.9%
COc1cccc(/C=C2/SC(=S)N(CCC(=O)N3CCOCC3)C2=O)c1	?	0.3%	?	-20.1%	-4.4%	0.4%	-22.2%	-19.3%	-23.1	-11.1%	22.0%
Cc1ccc(CSCC(N)C(=O)O)cc1 (stereo not given)	4.9%	-3.9%	-1.5%	1.2%	12.3%	4.0%	6.5%	1.5%	.	-2.0%	?
COc1ccc(OC)c(NC(=O)Cn2c(=O)n(CC3CCCO3)c(=O)c3cc(OC)c(OC)cc32)c1 (stereo not given)	-27.6%	0.1%	-2.8%	-2.3%	-25.2%	0.2%	?	-2.7%	3.2	-2.2%&4.7%	6.6%
N#C/C(C(=O)NCc1ccccc1)=C1/SC(Cc2ccc(Cl)cc2)C(=O)N1c1ccccc1 (stereo not given)	14.1%	3.9%	-1.5%	-4.6%	-14.0%	0.1%	0.3%	-1.7%	-2.5	-1.6%	0.9%
O=C(CSc1nc2[nH]ncc2c(=O)[nH]1)Nc1ccc(Cl)c(Cl)c1	.	-4.1%	.	-2.9%	.	.	9.0%	-1.7%	8.3	-12.1%	.
O=C(CCc1nnc2ccc(NCc3ccc(Cl)cc3)nn12)NC1CCCCC1	-0.2%	12.9%	-7.8%	3.2%	-6.6%	.	7.7%	-1.1%	10.3	-0.3%	3.5%
CCSc1nc(=O)n(-c2ccccc2)c(C)c1C(C)=O	13.2%	-0.7%	9.0%	2.2%	3.3%	-3.0%	19.3%	-0.9%	9.1	?	2.4%
O=C(COc1ccc(Cl)cc1)N1CCN(c2ncccn2)CC1	-1.0%	0.7%	-6.2%	-4.1%	-9.0%	2.0%	?	9.7%	2.5	-1.5%	-3.1%
Cc1ccc(-c2nc3cc(N)ccc3o2)c(C)c1	11.2µM*	?	-23.0%	0.562µM*	7.4%	13.4%	?	?	10.8	0.675µM*	7.7%
Cc1c(C(=O)NCCc2ccccc2)oc2ccc(S(=O)(=O)N3CCC4(CC3)OCCO4)cc12	?	3.6%	6.0%	-3.5%	14.8%	3.6%	?	-0.4%	-7.5	0.0%	-9.2%
COc1ccc(CNC(=O)c2c(F)c(F)c(F)c(F)c2F)cc1	18.4%	16.0%	3.8%	0.5%	-12.5%	-16.0%	23.8%	3.6%	6.1	-4.7%	-17.1%
CCN(C(=O)Cn1nc(C)n2c(cc3cc(C)ccc32)c1=O)c1ccccc1	11.5%	15.9%	0.2%	0.1%	-19.8%	.	18.2%	-5.1%	18.4	2.7%	9.5%
Cc1cc(=O)[nH]c(N/N=C/c2ccc(-c3ccc(F)cc3)o2)n1	-44.8%	-22.2%	-4.1%	?	10.8%	.	?	25.9%	-7.4	6.01µM*	13.5%
COCC(C)OC(=O)/C(C#N)=C\c1coc2ccc(C)cc2c1=O (stereo not given)	?	0.5%	1.8%	-0.4%	-0.3%	1.0%	5.8%	-6.0%	-3.4	-2.3%	20.6%
O=C(Nc1cc(C(F)(F)F)ccc1Cl)C(NCc1ccccc1)c1ccccc1 (stereo not given)	?	?	?	-4.2%	-6.1%	1.5%	0.1%	-1.9%	-12.5	2.5%	.
O=C(NCc1ccccn1)Nc1cccc(Cl)c1Cl	10.2%	2.6%	9.8%	?	.	-1.4%	?	22.2%	11.4	?	-2.2%
O=C(O)c1ccc(OCc2occc2C(=O)O)cc1	-24.8%	-4.0%	-14.3%	.	-1.8%	-0.9%	.	.	-6.8	0.7%	-7.7%
CC(=O)N1Cc2ccccc2CC1C(=O)O (stereo not given)	-1.1%	-3.2%	2.4%	-1.3%	5.3%	-1.4%	1.0%	0.7%	9.2	0.4%	-2.3%
CC(=O)c1ccc(C(=O)NC2CCCN(Cc3ccccc3F)C2)cc1 (stereo not given)	9.4%[1.91 µM]	-1.6%	5.7%	4.6%	1.8%	-33.2%	-10.8%	-1.7%	-8.8	-12.8%	-5.9%
CC(OC(=O)Cn1cnc2c1c(=O)n(C)c(=O)n2C)C(=O)c1ccccc1 (stereo not given)	.	-3.8%	.	-3.8%	.	.	3.0%	-1.1%	17.1	0.0%	.
Cc1ccc(C)c(S(=O)(=O)N2CCN(C(=O)Cc3c(F)cccc3Cl)CC2)c1	.	17.5%	.	-0.7%	.	.	?	-0.5%	-78.2*	1.3%	.
COc1cccc(C(=O)NC2CC3CCCC(C2)N3S(=O)(=O)c2ccccc2)c1 (stereo not given)	25.8%	-0.8%	-9.4%	-0.6%	.	0.8%	?	-2.8%	18.1	3.7%	-9.1%
CCN(CC)S(=O)(=O)c1ccc(Cl)c(NC(=O)COc2ccccc2[N+](=O)[O-])c1	?	-5.0%	-3.4%	-1.6%	-0.7%	2.2%	?	-3.2%	-10.3	-2.8%	.
Cc1ccccc1NC(=O)Cc1nc(CSc2nnc(-c3ccc4c(c3)OCO4)o2)cs1	15.1%	-6.5%	?	23.3%	1.8%	0.1%	?	22.9%	-14.6	?	10.4%
Cc1ccccc1Nc1nn2c(=O)c3ccccc3nc2s1	2.8%	1.0%	-10.0%	?	-2.3%	12.9%	?	2.51µM*	14.2	2.69µM*	42.0%[activator]
Cc1cc(Cl)ccc1C(=O)C1CCCN(C(=O)CCn2cnnn2)C1 (stereo not given)	19.0%	-1.0%	0.1%	9.3%	-2.6%	-9.0%	2.2%	-2.0%	1.7	-1.2%	7.3%
COC(=O)C1=CN(Cc2cccs2)C=C(C(=O)OC)C1c1cccc(OC)c1OC	-0.9%	2.6%	-3.8%	2.3%	?	2.3%	-3.6%	-1.7%	-14.3	-1.8%	6.9%
O=C(NNC(=O)c1ccc(Cl)cc1Cl)c1ccncc1	10.5%	2.0%	-5.5%	0.1%	8.2%	-3.7%	?	2.4%	15.6	13.5µM*	-3.4%
